# Autophagy HCS = autophagy modulators in MEF cells, primary screen, imaging, high-content, MEF GFP-LC3; MEF GFP-LC3 puncta imaging; test concentration mostly 10 µM; calls only at 10 µM (by protocol); 190,000 tested, 0.98% active;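 active = percentage of spot-positive cells more than 3 SD above its plate mean, without a fluorescence outlier flag or 80% toxicity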;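 also: spot-positive cell cutoff set from DMSO-treated cells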
# West Nile virus CPE = West Nile virus antiviral activity, cell-based, CPE readout (AID 1621) | West Nile virus-infected cells, CPE inhibition; higher % means a stronger effect | CPE inhibition, % at 10 µM; hits with a dose series show IC50 in µM | 290,000 tested, 0.02% active; in the data active = a potency from the dose series; also: strong numbers were not always called active
# T cell modulator = modulators of CD8 T cell-vesicle binding, primary screen, mouse 2C CD8+ T cells, flow cytometry | 2C CD8+ T cell-vesicle binding; hits give low values | calls only at 7 µM | 330,000 tested, 0.068% active | AID 2052, 2009;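 active = response, share of CD8 T cells binding vesicles, and their 90th percentile fluorescence all below set limits, cut at about 80% in these data, passing the limit was not always enough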
#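 material = purified 2C TCR transgenic mouse naive CD8+ T cells | controls = Unloaded micro-vesicles (low), QL9 vesicles with 0.7% DMSO (high) | detection = cytometric PE anti-B7-1 and Alexa647 anti-CD8 signals after 1% paraformaldehyde fixation | incubation = binding step 1.5 h, 37 °C, antibody labelling 20 min, ice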
# b-catenin transl = modulators of beta-catenin nuclear translocation, primary screen, imaging, HeLa cells, immunofluorescence, high-content | nuclear translocation activity, % at 5 µM | AID 1665, 2009 | 190,000 tested, 0.3% active;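 active = nuclear translocation activity above 50% at 5 µM, with a well cell count of 50 or more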;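 also: per-cell ratio of nuclear to cytoplasmic median beta-catenin stain intensity; plate controls were DMSO negative control for no effect and GSK-3 inhibitor IX positive control for full effect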
#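 Test system: human HeLa cell line; Doses: 5 µM primary, 0.02–20 µM confirmation; Incubation: 24 h compound exposure, 37°C; Detection: beta-catenin immunofluorescence imaging with DAPI; Read-out: beta-catenin nuclear/cytoplasmic ratio, % activation.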
# MT stabilize HCS = microtubule stabilizers in HeLa cells, primary screen, imaging, high-content imaging. 200,000 tested, 0.83% active. % tubulin-high responders, % at 10 µM. HeLa tubulin immunostaining HCS, 24 h; share of cells brighter than vehicle mean+2SD;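 active = plate Z-score above 3 for both tubulin-high and condensed-nucleus cell shares, with cell loss under 80%, at 10 µM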;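 also: anti alpha tubulin signal scored within the nucleus-defined area of each cell; some results filed as inactive read as strong as hits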
# Insulin prom up = insulin promoter activators in MIN6 cells, imaging, high-content screening, mouse beta cells; 190,000 tested, 0.3% active; MIN6 insulin promoter-GFP reporter; hits give high values; z-score at 5 µM; AID 1625, 2009;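 active = z-score above 3 at 5 µM with at least 500 cells counted in the well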
# Hep lipid drop = inhibitors of hepatocyte lipid droplet formation, primary screen, imaging, high-throughput imaging, BODIPY stain; inhibition, % at 6.5 µM; AML12 mouse hepatocytes, oleate lipid droplets; AID 1656, 2009; 240,000 tested, 0.4% active;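 active = lipid droplet intensity inhibited by at least 50%, with more than 500 cells counted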
#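 Assay system: AML12 hepatocytes (mouse); Probe or stimulus: oleic acid at 100 µM to induce lipid droplet formation; Dosing: compound at 6.5 µM only; Schedule: compound with oleate, overnight; Detection: fluorescence imaging, 20x objective, two fields per well; Measure: % inhibition of lipid droplet signal.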
# WT yeast gro inh = growth inhibition of WT strain, primary screen, mitochondrial fusion inhibitor project, WT and mutant strains, chemical genetic | mitochondrial fusion phenotypic screen | inhibition, % at 10 µM | 190,000 tested, 2.1% active | AID 1362, 2008; in the data active = inhibition above about 58%; tested in S. cerevisiae
# Myeloid diff MLP = induction of myeloid progenitor differentiation, primary screen, cell-based, flow cytometry, MLPCN library; AID 624256, 2012; ER-HoxA9 myeloid progenitors, lysozyme-GFP differentiation; 360,000 tested, 1% active; calls only at 10 µM;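 active = normalized GFP-positive differentiation at or above the plate's own cutoff, the solvent-only control mean plus 3 SD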;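 also: cells exposed to compound for four days before flow analysis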
# WT yeast gro inh mutant strain = also measured in WT yeast gro inh; calls as there; inhibition, %; mitochondrial fusion phenotypic screen, mutant strain inhibition
# Insulin prom up cell count = recorded beside Insulin prom up, whose call it bears; cell count; measured here: cytotoxicity, nuclei count;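 total cells summed across four imaged fields per well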
# Hep lipid drop cells 6.5 µM = further read-out of Hep lipid drop, marked with its call; cell count; measured here: cell count, cytotoxicity flag;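 cells counted across two imaged fields per well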
# b-catenin transl cell count 5 µM = further read-out of b-catenin transl, marked with its call; cell count; measured here: cell count, cytotoxicity flag
# T cell modulator vesicle-bound % = recorded beside T cell modulator, whose call it bears; double positive events, %; measured here: CD8+ vesicle-bound cell fraction;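 binding gate set so that unloaded-vesicle control wells show 10% double positive cells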
# MT stabilize HCS Hoechst-high % = further read-out of MT stabilize HCS, marked with its call; % Hoechst-high responders; measured here: nuclear condensation Hoechst responders;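 share of cells brighter than vehicle mean plus two SD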
# MT stabilize HCS cytotoxicity % = recorded beside MT stabilize HCS, whose call it bears; toxicity, %; measured here: cytotoxicity by cell density;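 0% = mean cell density of plate MIN control wells and 100% = no cells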
# Autophagy HCS cell loss 18 h = second read-out of Autophagy HCS, no call of its own (marks repeat the call); toxicity, %; measured here: cell loss, nuclei count;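 cell loss after 18 h compound exposure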
# Myeloid diff MLP GFP+ MAC1+ % = second read-out of Myeloid diff MLP, no call of its own (marks repeat the call); GFP+ MAC1+ double positive, %; measured here: differentiation confirmed by MAC1 staining
# * = called active by the depositor; i = inactive; x = not tested or not shown.
SMILES,Autophagy HCS,Autophagy HCS cell loss 18 h,West Nile virus CPE,T cell modulator,T cell modulator vesicle-bound %,b-catenin transl,b-catenin transl cell count 5 µM,MT stabilize HCS,MT stabilize HCS Hoechst-high %,MT stabilize HCS cytotoxicity %,Insulin prom up,Insulin prom up cell count,Hep lipid drop,Hep lipid drop cells 6.5 µM,WT yeast gro inh,WT yeast gro inh mutant strain,Myeloid diff MLP,Myeloid diff MLP GFP+ MAC1+ %
COc1cc(CNCCCN2CCOCC2)ccc1OCC(=O)NC(C)(C)C,i,19.8,0.5%,i,53.9,-2.6,1053,6.4,2.0,3.8,0.77,1297,14.0,694,-0.2,-3.6,i,0.4
COc1ccc(-c2cc(=O)c(C(=O)c3ccc(C)cc3)n[nH]2)cc1,i,-2.5,0.4%,i,55.5,-1.0,1021,3.8,4.0,10.4,2.13,1038,2.7,665,-18.2,7.7,i,0.2
O=C(O)c1ccc(Nc2cccc(F)c2)c([N+](=O)[O-])c1,x,x,-0.1%,i,16.6,x,x,x,x,x,x,x,0.8,793,x,x,i,0.8
NNC(=O)c1cc2ccccc2cc1NS(=O)(=O)c1ccccc1,x,x,-0.3%,i,56.9,x,x,x,x,x,x,x,13.9,842,x,x,i,0.5
C=CC[n+]1c(C)csc1Nc1cccc(Br)c1,i,-7.4,-0.7%,i,22.8,-1.6,1098,1.8,1.8,0.2,-0.23,1363,-8.4,653,50.4,18.8,x,x
CC1(C)CC(NC(=O)COc2ccc3ccccc3c2)CC(C)(C)N1,i,3.5,0.6%,i,44.7,3.4,1348,3.0,1.6,5.9,-2.14,1166,x,x,-1.8,-14.2,i,1.0
Cc1c(Nc2nc3ccccc3nc2NS(=O)(=O)c2cccc(Cl)c2)c(=O)n(-c2ccccc2)n1C,i,-4.8,-0.9%,i,5.1,4.6,494,4.6,2.1,13.3,0.32,1202,9.9,798,-14.5,-17.6,i,0.5
COc1ccc(-c2csc3ncnc(N4CCN(Cc5ccccc5)CC4)c23)cc1,x,x,-0.1%,i,25.4,x,x,x,x,x,x,x,-13.8,838,x,x,i,0.5
CCOc1cc(C#N)ccc1OCC(=O)N1CCc2ccccc2C1,x,x,-1.2%,i,67.8,x,x,x,x,x,x,x,-3.0,811,x,x,i,0.2
C(#CC1CCCC1)c1ccc2c(c1)COc1c3ccccc3nn1-2,x,x,0.2%,i,18.5,-1.0,1259,x,x,x,-1.43,909,x,x,x,x,i,0.9
COc1cc2cc(C(=O)N(C)Cc3ccccc3)[nH]c2cc1OC,x,x,-1.0%,i,40.2,x,x,x,x,x,x,x,2.5,853,x,x,i,0.6
O=C(N=Nc1ccc(NOC(=O)c2ccccc2Br)cc1)c1ccccc1O,i,-3.9,-1.4%,i,52.2,1.6,1021,2.9,2.5,7.6,0.08,1178,3.0,686,42.2,45.8,x,x
COc1cccc(-c2nc(CS(=O)CC(=O)NC(C)CCc3ccccc3)c(C)o2)c1 (stereo unspecified),x,x,-0.6%,i,12.7,x,x,x,x,x,x,x,1.3,698,x,x,i,3.7
Cc1cc(C)n2cc(CSc3nnc(SCc4cn5c(C)cc(C)nc5n4)s3)nc2n1,i,-3.9,0.6%,x,x,-1.7,1222,3.2,1.1,6.3,-0.03,820,-14.4,746,-1.7,14.1,x,x
O=[N+]([O-])c1ccc(C(O)CN=Cc2ccc(O)cc2O)cc1 (stereo unspecified),i,-0.3,0.9%,i,59.6,0.7,1566,5.4,1.3,5.1,0.46,1492,3.9,717,-1.4,15.7,i,0.1
O=S(=O)(N/N=C1/CC(c2ccccc2)Oc2ccccc21)c1ccc(Br)cc1 (stereo unspecified),i,19.8,0.1%,i,43.5,x,x,1.4,1.0,14.5,-0.24,936,-11.2,764,57.8,32.2,i,1.7
Cc1cc(C)c2c(CC(=O)NCCc3ccccc3)coc2c1,i,30.9,0.0%,i,53.1,-2.5,1069,1.7,1.4,3.8,-0.36,1370,-5.8,715,-14.8,-3.0,i,0.9
CCOc1cccc(/C=N/NC(=O)c2cc(C3CC3)[nH]n2)c1O,x,x,1.9%,i,9.0,x,x,x,x,x,x,x,-0.2,681,x,x,i,4.0
CCn1c(CN2CCN(c3ccc(Cl)cc3)CC2)nc2ccccc21,i,4.5,-1.1%,i,19.0,0.2,487,2.8,2.3,6.2,x,x,7.6,739,60.2*,35.6*,i,0.7
c1ccc2c(c1)nc1n2CN(Cc2ccc3c(c2)OCO3)CN1,i,4.4,-0.3%,i,24.1,-4.1,1014,4.9,1.8,4.6,-0.71,1253,x,x,15.9,-0.5,i,0.6
CCC(C)NC(=O)CSC1=Nc2ccccc2C2=NC(CCC(=O)NCc3ccco3)C(=O)N12 (stereo unspecified),i,-4.6,0.1%,i,59.7,x,x,3.4,1.7,2.8,x,x,x,x,-27.0,-20.0,i,0.8
Cc1ccc(-c2csc(=S)n2CC(=O)OCC(=O)NC(C)C(C)C)cc1 (stereo unspecified),i,-16.9,2.4%,i,22.7,-3.8,1378,3.2,2.4,6.3,0.81,1408,x,x,14.0,17.9,i,6.1
CCOC(=O)C1=C(CN2CCN(C(=O)OCC)CC2)NC(=O)NC1c1ccc2c(c1)OCO2 (stereo unspecified),i,-9.4,-0.7%,i,49.3,-0.6,1135,2.6,2.4,10.4,-0.03,1227,-0.4,693,-1.5,11.0,i,0.3
Cc1ccc(-c2nn3c(C)nnc3c3ccccc23)cc1S(=O)(=O)NC(C)(C)CO,i,-3.2,0.8%,i,52.3,-1.6,1044,3.5,2.2,7.1,-0.11,1415,5.3,663,21.9,-8.1,x,x
Cc1ccc(NC(=S)Nc2ccc3nc(-c4ccccn4)c(-c4ccccn4)nc3c2)cc1C,i,1.0,1.6%,i,44.9,-1.9,992,3.1,1.5,9.6,-0.2,1226,13.3,629,25.0,6.0,i,0.2
COc1ccc(CNC(=O)CS(=O)Cc2nc(-c3ccccc3C)oc2C)cc1 (stereo unspecified),i,0.3,-0.1%,i,7.4,x,x,6.0,3.4,7.9,1.06,956,x,x,-0.1,2.7,i,3.1
COC(=O)c1ccc(C(=O)Nc2ccc3nc(-c4ccncc4)[nH]c3c2)cc1,x,x,1.4%,i,24.6,x,x,x,x,x,x,x,-0.8,388,x,x,i,0.2
Nc1ccc(NC(=S)Nc2ccccc2)cc1,x,x,0.7%,i,26.8,2.1,1009,x,x,x,-0.21,1323,-8.1,745,x,x,i,0.4
CC(=Nc1ccc(Br)cc1)c1sc2ccccc2c1O,x,x,-0.4%,i,50.6,0.3,1340,x,x,x,0.72,1043,5.8,703,x,x,i,0.4
COc1ccc(C(=O)N(C)c2ccccc2C(=O)NCCc2ccccc2)cc1,x,x,-1.0%,i,29.5,x,x,x,x,x,x,x,-11.4,796,x,x,i,1.3
Cc1ccc(N(c2ncnc(N)c2[N+](=O)[O-])C2CCCCC2)cc1,i,-2.1,1.0%,i,31.8,0.9,1475,1.5,1.1,2.9,-0.96,1674,x,x,2.3,-18.9,i,0.9
CC1(C)Cc2cccc(Oc3ccc(S(=O)(=O)N4CCCC4)cn3)c2O1,i,-3.3,0.7%,i,10.9,2.0,976,4.1,2.8,8.0,-0.33,1557,15.7,685,-8.2,-1.4,i,0.3
CCOc1ccc(N(CC(=O)N2CCCCCC2)S(=O)(=O)c2ccc(C)cc2)cc1,x,x,-1.2%,i,31.0,x,x,x,x,x,x,x,-30.3,685,x,x,i,1.4
COc1cc(CNCc2c[nH]c3ccccc23)cc(OC)c1,i,9.9,-1.4%,i,24.7,-1.7,956,3.8,1.7,6.8,-0.22,1548,21.2,675,-1.2,-5.5,x,x
CCOC(=O)c1ccc(NC(=S)N(CCCN2CCCCC2)Cc2ccco2)cc1,i,7.2,-1.3%,i,48.3,-1.4,1147,3.0,2.0,3.2,x,x,-7.1,532,9.5,14.4,i,0.8
O=C(CSc1nc(Nc2ccccc2)nc(N2CCOCC2)n1)Nc1ccc2c(c1)OCCO2,i,-11.6,0.1%,i,46.7,1.9,1137,3.1,1.8,5.0,-0.71,1265,31.4,684,28.7,26.9,i,1.2
CCc1nc2c(sc3nc4c(cc32)COC(C)(C)C4)c(=O)n1CCN(CC)CC,i,-39.2,-0.2%,i,18.3,0.9,974,3.9,2.5,3.9,-0.48,1625,-6.3,658,-9.9,-2.9,i,0.3
O=C(O)COc1ccc(/C=N/n2cnc3scc(-c4cccs4)c3c2=O)cc1,i,6.4,-0.1%,i,41.8,-1.2,986,1.5,3.3,9.4,0.39,1394,3.5,665,-4.6,-22.7,i,0.8

# Some of these compounds in order of the WT yeast gro inh mutant strain value, smallest number first.
canonical_smiles,WT yeast gro inh mutant strain
CCc1nc2c(sc3nc4c(cc32)COC(C)(C)C4)c(=O)n1CCN(CC)CC,-2.9
CC1(C)Cc2cccc(Oc3ccc(S(=O)(=O)N4CCCC4)cn3)c2O1,-1.4
Cc1ccc(NC(=S)Nc2ccc3nc(-c4ccccn4)c(-c4ccccn4)nc3c2)cc1C,6.0
